High-throughput results from PubChem.
GBA enhancer = glucocerebrosidase activity enhancement. L444P Gaucher fibroblasts, 4-MU-glucoside fluorescence, 3 days. 30,000 compounds, 0.44% hits. activation, % at 10 µM; in the data active = activation above about 65%;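 note: 0% = vehicle wells and 100% = positive control wells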
Target sequence (P04062 whole entry L483P): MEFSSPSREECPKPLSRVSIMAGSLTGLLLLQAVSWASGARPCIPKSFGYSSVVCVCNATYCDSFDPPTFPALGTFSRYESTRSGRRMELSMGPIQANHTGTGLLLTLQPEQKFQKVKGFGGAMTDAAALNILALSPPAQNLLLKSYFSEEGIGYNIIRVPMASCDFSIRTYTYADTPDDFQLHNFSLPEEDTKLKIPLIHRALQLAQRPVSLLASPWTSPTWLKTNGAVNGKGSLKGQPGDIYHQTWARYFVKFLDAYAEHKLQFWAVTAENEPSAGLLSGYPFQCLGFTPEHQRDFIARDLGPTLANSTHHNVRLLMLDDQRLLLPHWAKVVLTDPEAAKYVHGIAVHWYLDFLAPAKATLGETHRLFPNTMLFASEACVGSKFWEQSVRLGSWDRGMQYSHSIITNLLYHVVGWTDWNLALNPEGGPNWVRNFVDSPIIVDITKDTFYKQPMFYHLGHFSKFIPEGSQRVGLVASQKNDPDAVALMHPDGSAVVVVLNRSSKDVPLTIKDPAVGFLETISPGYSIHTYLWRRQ
Numbers without * were called inactive.

SMILES	GBA enhancer
C=CCOc1cccc(C2/C(=C(/O)c3ccc(C)cc3)C(=O)C(=O)N2CCN2CCOCC2)c1 (stereo not given)	-16
C=CCn1c(CCNC(=O)c2ccccc2F)nnc1SCC(=O)Nc1nc(C)cs1	-8
CCN(CC)C(=O)C1CCCN(Cc2ccc(F)c(F)c2)C1 (stereo not given)	14
CCc1cc2c(NCC3CCCO3)ncnc2s1 (stereo not given)	-75
Cc1cccc(-n2ccnc2SCC(=O)Nc2ccc3c(c2)OCCO3)c1	-6
Cc1cc(S(=O)(=O)N(Cc2ccc3c(c2)OCO3)CC2CCCO2)ccc1-n1cnnn1 (stereo not given)	-65
CC(C)(C)OC(=O)N1CC2Cc3[nH]c(=O)ccc3C(C2)C1 (stereo not given)	14
CC(Nc1nc(N2CCN(S(C)(=O)=O)CC2)nc2ccccc12)c1ccccc1 (stereo not given)	1
COc1ccc2c(c1)-c1ccccc1S(=O)(=O)N2C(C)=O	62
O=C(CSc1nnnn1-c1ccc2c(c1)OCO2)NCc1ccccc1	-29
COC(=O)CN(c1c(C)cccc1C)S(C)(=O)=O	-4
COC(=O)C1CCCN1C(=O)C1CCCN1C(=O)CNC(=O)OCc1ccccc1 (stereo not given)	-53
CC(=O)Nc1ccc(S(=O)(=O)N2CCCCC2c2cccnc2)cc1 (stereo not given)	-14
COCC(=O)Nc1ccccc1NC(C)=O	-3
O=S(=O)(Nc1cccc(C(F)(F)F)c1)c1cnc[nH]1	-31
COc1ccc(CC(=O)N2CCCc3ccccc32)cc1OC	4
COC(=O)c1cc(Br)c(=O)n(CCC2=CCCCC2)c1	-35
CCOC(=O)CSc1nccc(N(C)C)c1C#N	-21
CCOC(=O)CNC(=O)CSc1nnc(-c2ccco2)n1N	-39
Cc1ccc2oc(C(=O)NCc3ccc4c(c3)OCO4)c(C)c2c1	-25
COc1ccc(S(=O)(=O)N(C)CC(=O)Nc2ccccc2OC)cc1C	-9
CCN(CC)C(=O)CSc1nc2ncccc2[nH]1	3
COc1cc(Cl)c(S(=O)(=O)NCCCN2CCOCC2)cc1Cl	-15
CC(C)C(=O)Nc1ccc(Nc2ccccc2)cc1	12
CC(C)COc1ccc(C(=O)NCc2ccco2)cc1	-14
COc1cccc(OCCn2ccnc2)c1	-18
CC1(C)C(=O)Nc2ccccc2N1C(=O)COC(=O)Cn1cnc2ccccc2c1=O	-26
CC1(C)Oc2ccc(C(=O)NC3CC3)cc2N(CC(=O)N2CCOCC2)C1=O	-9
CCN=c1sc(C(=O)NCCc2ccccc2)cc(=O)n1CC	2
CN(C)c1ccc(C(=S)NCc2ccco2)cc1	-13
COc1ccc(NC(=O)c2cncc(Br)c2)c(S(=O)(=O)N2CCOCC2)c1	-7
CCN(CC)CCn1c(SCC(=O)NCc2ccco2)nc2c(sc3ccccc32)c1=O	10
O=C(NCc1cccnc1)C1CC(=O)N(c2ccc(Cl)cc2)C1 (stereo not given)	0
CC(=O)Cc1nsc(NC(=O)c2ccc(COc3ccccc3)o2)n1	-8
COc1ccc(-c2c3c(=O)n(C)c(=O)n(C)c3cn2C2CCCCC2)cc1	-4
Cc1cc(C(=O)NCCC2=CCCCC2)c(C)o1	-49
Cn1c(NCc2ccco2)nc2c1c(=O)n(Cc1ccc(Cl)cc1Cl)c(=O)n2C	-13
Nc1c(C(=O)N2CCOCC2)sc(=S)n1-c1ccccc1	-1
Cc1ccc(OCC(O)CN2CCN(Cc3ccc4c(c3)OCO4)CC2)c(C)c1 (stereo not given)	-6
COc1ccc(S(=O)(=O)Nc2ccc3c(c2)OCO3)cc1OC	8
Cc1ccc(-c2csc3nnc(SCC(=O)Nc4nsc(-c5ccccc5)n4)n23)cc1	7
COc1ccc(S(=O)(=O)N(C)CC(=O)NC2CCCC2)cc1Cl	-107
C#CC(C)(C)NC(=O)c1ccccc1OC	-19
CCOCCn1c(CN(C)Cc2ccccc2)nc2c1c(=O)n(C)c(=O)n2C	-9
OC(COc1cccc(OCC(O)CN2CCOCC2)c1)CN1CCOCC1 (stereo not given)	0
CCOC(=O)C1=C(C)Nc2nnnn2C1c1c[nH]c2ccccc12 (stereo not given)	-5
COc1ccc(-c2nc(C#N)c(NCCCN(C)C)o2)cc1OC	-12
C/C(=C1/SC(N2CCCC2)=NC1=O)c1ccc(Br)cc1	-26
COc1ccc(N2C(=O)CN=C2Nc2cccc(C)c2C)cc1OC	-30
CCN(CC)C(=O)CSc1nnc(-c2ccc(F)cc2)n1N	-27
CC1(C)CC(=O)c2sc(NC(=O)CN3CCOCC3)nc2C1	-20
CCOC(=O)c1nnn(-c2nonc2NC(C)=O)c1C	-40
CCN1C(=O)CC(N2CCC(C(=O)N3CCOCC3)CC2)C1=O (stereo not given)	-14
O=C(COC(=O)Cc1ccsc1)NC1CCCCCC1	-17
Cc1ccc(-n2ncc3c(=O)[nH]cnc32)c(C)c1	-34
C=CCn1c(SCc2ccc(Cl)cc2)nc2c1c(=O)[nH]c(=O)n2C	-8
O=S(=O)(c1ccc(N2CCN(S(=O)(=O)c3ccc4c(c3)OCCO4)CC2)nc1)N1CCCC1	-16
COCCn1c(-c2ccccc2)nc2oc3ccccc3c(=O)c2c1=O	9
O=c1c2[nH]c3ccc(Cl)cc3c2ncn1Cc1ccccn1	-16
Nc1nc(C2C(=O)CCCC2=O)cs1	-33
(next part)
SMILES	GBA enhancer
CC(=O)c1ccc(-c2nc3ccccc3n2C)o1	4
CCN1C(=O)/C(=C\N2CCN(C)CC2)SC1=S	-1
CC1CCC(C(=O)NC(C(=O)N2CCN(c3ccccn3)CC2)C(C)C)CC1 (stereo not given)	-23
O=C(NCc1ccncc1)c1ccc(Cl)c(S(=O)(=O)N2CCOCC2)c1	-6
CCOC(=O)N1CCN(c2cc3[nH]c(=S)[nH]c3cc2F)CC1	-43
Cc1[nH]c2ccc(-c3nnc(SCC(=O)c4ccccc4F)o3)cc2c1C	-5
CCOc1ccc(-n2c(=O)cc(N3CCN(c4ccccc4)CC3)[nH]c2=O)cc1	-13
O=C(CSc1nnc2sc3ccccc3n12)NCc1ccco1	-25
O=C(NCC1CCCO1)c1cccc(-n2cnnn2)c1 (stereo not given)	4
CCOC(=O)C1CCCN(C(=O)C2CCCN(S(C)(=O)=O)C2)C1 (stereo not given)	8
O=C(CCN1C(=O)c2ccccc2C1=O)NC1=NCCS1	0
COC(=O)c1[nH]c2ccc(C)cc2c1NC(=O)CN1CCCC(C)(C)C1	-40
Cc1c(C(=O)O)oc2ccc(S(=O)(=O)NCc3ccc(F)cc3)cc12	-20
CCOC(=O)C(C)n1cnc2c(oc3ccccc32)c1=O (stereo not given)	35
COc1ccccc1CNC(=O)c1ccc(CS(=O)(=O)c2ccccc2OC)o1	-2
COC(=O)c1ccccc1NC(=O)c1nc2nc(C)cc(C(F)F)n2n1	-4
Cc1noc(C)c1COC(=O)COc1ccc2c(C)cc(=O)oc2c1	0
CCCOC(=O)CCc1n[nH]c(=O)[nH]c1=O	13
O=C(OCC(=O)N1CCc2ccccc21)C1=COCCO1	-29
Cc1nnc(NC(=O)c2c(F)c(F)c(F)c(F)c2F)s1	-28
CCOC(=O)CC(N)c1ccc2c(c1)OCO2 (stereo not given)	-10
COc1ccc(C2C3=C(CC(C)(C)CC3=O)Oc3ncn(CC(C)C)c(=N)c32)cc1 (stereo not given)	-15
COc1ccc(Cn2nnnc2C(c2cc3cc(C)ccc3[nH]c2=O)N2CCOCC2)cc1 (stereo not given)	-6
Cc1csc(=O)n1CCC(=O)O	-1
Cc1cc(C)nc(/N=C2\NC(=O)CC3C(=O)NCCN23)n1 (stereo not given)	-21
CC1=C(C#N)C(c2ccc3ncccc3c2)C(C#N)=C(C)N1	-1
COc1cc(C2C3CN(C)CC=C3C(C#N)=C(N)C2(C#N)C#N)ccc1OC(C)C (stereo not given)	6
CCC1C(=O)N=C(SCC(=O)Nc2cccc3ccccc23)NC1=O (stereo not given)	4
CC(=O)c1ccc(NC(=O)Cn2nc(C)cc2C)cc1	-4
Cn1c(N)c(C(=O)COC(=O)CCCc2c[nH]c3ccccc23)c(=O)n(C)c1=O	-25
O=C(CSC1=NCCS1)N1CCCCCC1	7
CCOC(=O)CSC1=Nc2ccccc2C2=NC(CC(=O)NCc3ccc(OC)cc3)C(=O)N12 (stereo not given)	-14
CCOC(=O)C(NC(=O)OC(C)C)(Nc1nccs1)C(F)(F)F (stereo not given)	-34
Cc1ccc(S(=O)(=O)N(C)CC(=O)N2CCOCC2)cc1	-36
CCn1c(CNC(=O)c2ccc(OC)c(OC)c2)nnc1SCC(=O)c1ccc(OC)cc1	-10
O=C(c1cc2c(s1)CCC2)N1C(=O)c2ccccc2S1(=O)=O	2
O=C(c1ccco1)N1CCN(CC(O)COc2ccc3oc4ccccc4c3c2)CC1 (stereo not given)	-13
O=C(O)CCNc1nc(-c2ccccc2)nc2ccccc12	-8
CCOC(=O)C1CCCN(C(=O)c2cncc(Br)c2)C1 (stereo not given)	-21
Cc1oc(-c2cccc(Cl)c2)nc1CN1CCCC(C(=O)NCc2ccco2)C1 (stereo not given)	1

Reformatted field by field: 4 of the compounds above
COc1cc(C2C3CN(C)CC=C3C(C#N)=C(N)C2(C#N)C#N)ccc1OC(C)C (stereo not given)
  GBA enhancer: 6

CCC1C(=O)N=C(SCC(=O)Nc2cccc3ccccc23)NC1=O (stereo not given)
  GBA enhancer: 4

CC(=O)c1ccc(NC(=O)Cn2nc(C)cc2C)cc1
  GBA enhancer: -4

Cn1c(N)c(C(=O)COC(=O)CCCc2c[nH]c3ccccc23)c(=O)n(C)c1=O
  GBA enhancer: -25

Carrying on:
SMILES	GBA enhancer
Cc1nc2ccc(S(=O)(=O)NCC(=O)N3CCN(c4ccccn4)CC3)cc2s1	-15
Cc1c(N(C)C)nc2ccccc2c1N	-54
COc1cc(S(=O)(=O)N(Cc2ccco2)C2CCCC2)ccc1-n1cnnn1	-9
COc1ccc(-c2nc(C#N)c(NCCc3ccccc3)o2)cc1OC	1
C=CCN(C(=O)CNS(=O)(=O)c1ccccc1)C(C(=O)NCCOC)c1ccncc1 (stereo not given)	-41
O=C(Nc1ccccc1)Nc1ccccc1C(=O)NCc1ccco1	15
CC(C)=CC(=O)Nc1ccc(Br)cc1	-1
O=[n+]1c2c(n([O-])c3cc(Br)ccc31)CCC2	31
COC(=O)c1cn(-c2ccccc2)nc1-c1cccnc1	65
COc1cccc(-c2nnc(SCc3nc4ccccc4[nH]3)n2N)c1	7
COc1cccc(-c2noc(C3CCCN(C(=O)Cc4ccccc4)C3)n2)c1 (stereo not given)	-28
O=C(NCC1COc2ccccc2O1)c1ccc(NC(=O)C2CCCO2)cc1 (stereo not given)	16
CCN(CC)S(=O)(=O)c1cccc(-c2nnc(SC(C)C(=O)NCCC3=CCCCC3)o2)c1 (stereo not given)	-13
CC(C)c1nc(-c2c(N)n(C)c(=O)n(C)c2=O)sc1C(=O)C(C)(C)C	-9
Cc1nc2ncnn2c(C)c1CCC(=O)NCCC1=CCCCC1	-26
CCCCCCC(=O)NCC(=O)OCC(=O)c1ccccc1	9
COc1ccc(C2(C(=O)NCC3CCCO3)CCOCC2)cc1 (stereo not given)	-35
CCc1nc(SCC(=O)NCc2ccco2)c2c(=O)n(C)c(=O)n(C)c2n1	-3
Cc1ccc(C(=O)CSc2nnc(-c3ccco3)n2CC2CCCO2)cc1 (stereo not given)	-7
Cn1nc(-c2ccc(OCC(=O)Nc3cccnc3)cc2)c2ccccc2c1=O	-14

Continued; it opens with the twelve that closed the last part.
SMILES	GBA enhancer
COC(=O)c1cn(-c2ccccc2)nc1-c1cccnc1	65
COc1cccc(-c2nnc(SCc3nc4ccccc4[nH]3)n2N)c1	7
COc1cccc(-c2noc(C3CCCN(C(=O)Cc4ccccc4)C3)n2)c1 (stereo not given)	-28
O=C(NCC1COc2ccccc2O1)c1ccc(NC(=O)C2CCCO2)cc1 (stereo not given)	16
CCN(CC)S(=O)(=O)c1cccc(-c2nnc(SC(C)C(=O)NCCC3=CCCCC3)o2)c1 (stereo not given)	-13
CC(C)c1nc(-c2c(N)n(C)c(=O)n(C)c2=O)sc1C(=O)C(C)(C)C	-9
Cc1nc2ncnn2c(C)c1CCC(=O)NCCC1=CCCCC1	-26
CCCCCCC(=O)NCC(=O)OCC(=O)c1ccccc1	9
COc1ccc(C2(C(=O)NCC3CCCO3)CCOCC2)cc1 (stereo not given)	-35
CCc1nc(SCC(=O)NCc2ccco2)c2c(=O)n(C)c(=O)n(C)c2n1	-3
Cc1ccc(C(=O)CSc2nnc(-c3ccco3)n2CC2CCCO2)cc1 (stereo not given)	-7
Cn1nc(-c2ccc(OCC(=O)Nc3cccnc3)cc2)c2ccccc2c1=O	-14
CCOC(=O)c1ccc2c(c1)n(CCO)c(C)[n+]2CC	-11
CCN(CC)CCNC(=O)Cc1nn(CC)c(=O)c2ccccc12	-7
COc1ccc(CN2C(=O)CCC2(C)C(=O)NC2CCCCC2)c(OC)c1 (stereo not given)	-13
O=C(CSc1nnnn1C1CCCCC1)NCc1ccc2c(c1)OCO2	-11
CCCCCn1c(SCCC(C)C)nc2c1c(=O)[nH]c(=O)n2C	-10
CCCn1c(SCC(N)=O)nnc1-c1ccco1	-16
CS(=O)(=O)N1CCC(C(=O)Nc2cccc(C(F)(F)F)c2)CC1	-2
O=C(O)CCC(=O)NCCn1c(-c2ccccc2)csc1=Nc1ccccc1	3
CCOc1ccc(C(=O)CCN2CCCCC2)cc1	3
COc1ccc(CCNC(=O)Cn2cnc3c2c(=O)n(C)c(=O)n3C)cc1OC	-9
CC1CCCCN1C(=O)CSc1nc2cc3c(cc2c(=O)n1Cc1ccc2c(c1)OCO2)OCO3 (stereo not given)	-9
CC(=O)Nc1cc(C(=O)c2ccccc2)ccc1N1CCOCC1	28
Cc1ccc2cc(C(c3nnnn3C(C)(C)C)N3CCCC3)c(=O)[nH]c2c1C (stereo not given)	-22
Cc1ccc(-c2c3c(=O)n(C)c(=O)n(C)c3cn2-c2ccccc2O)cc1	19
O=C(CCSc1ccc(F)cc1)Nc1ccc(-n2cnnn2)cc1	-1
Cc1ccc(-n2ncc3c(=O)[nH]c(SCC(=O)N4CCOCC4)nc32)cc1	-2
CCOC(=O)c1ccccc1NC(=O)CSc1nc2ccccc2o1	-4

Some of the compounds tested; rates above refer to the full screens.
